Platelet DG rel = modulates dense granule release in human platelets; human platelet-rich plasma, SFLLRN dense granule ATP release, luminescence; inhibition, %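 (compounds screened at 7.5 µM in platelet-rich plasma)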; actives 0.22% (n = 300,000); AID 1663;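 active = mean replicate score, as percent of positive control, at or above 50; inconclusive = mean below 50 but at least one replicate at or above 50; inactive = mean and every replicate below 50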
TRPC4 act = opens the mouse TRPC4 cation channel. B-score at 10 µM. HEK293 TRPC4beta/mu-opioid, Fluo4 calcium fluorescence; stronger effect = higher value. actives 0.49% (n = 310,000);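 active = B-score above 5 SD of library B-scores, and initial fluorescence ratio not above library mean plus 5 SD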;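 note: positive B-score marks a calcium rise read as TRPC4 activation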
Target sequence (Q9QUQ5 whole entry, looked up): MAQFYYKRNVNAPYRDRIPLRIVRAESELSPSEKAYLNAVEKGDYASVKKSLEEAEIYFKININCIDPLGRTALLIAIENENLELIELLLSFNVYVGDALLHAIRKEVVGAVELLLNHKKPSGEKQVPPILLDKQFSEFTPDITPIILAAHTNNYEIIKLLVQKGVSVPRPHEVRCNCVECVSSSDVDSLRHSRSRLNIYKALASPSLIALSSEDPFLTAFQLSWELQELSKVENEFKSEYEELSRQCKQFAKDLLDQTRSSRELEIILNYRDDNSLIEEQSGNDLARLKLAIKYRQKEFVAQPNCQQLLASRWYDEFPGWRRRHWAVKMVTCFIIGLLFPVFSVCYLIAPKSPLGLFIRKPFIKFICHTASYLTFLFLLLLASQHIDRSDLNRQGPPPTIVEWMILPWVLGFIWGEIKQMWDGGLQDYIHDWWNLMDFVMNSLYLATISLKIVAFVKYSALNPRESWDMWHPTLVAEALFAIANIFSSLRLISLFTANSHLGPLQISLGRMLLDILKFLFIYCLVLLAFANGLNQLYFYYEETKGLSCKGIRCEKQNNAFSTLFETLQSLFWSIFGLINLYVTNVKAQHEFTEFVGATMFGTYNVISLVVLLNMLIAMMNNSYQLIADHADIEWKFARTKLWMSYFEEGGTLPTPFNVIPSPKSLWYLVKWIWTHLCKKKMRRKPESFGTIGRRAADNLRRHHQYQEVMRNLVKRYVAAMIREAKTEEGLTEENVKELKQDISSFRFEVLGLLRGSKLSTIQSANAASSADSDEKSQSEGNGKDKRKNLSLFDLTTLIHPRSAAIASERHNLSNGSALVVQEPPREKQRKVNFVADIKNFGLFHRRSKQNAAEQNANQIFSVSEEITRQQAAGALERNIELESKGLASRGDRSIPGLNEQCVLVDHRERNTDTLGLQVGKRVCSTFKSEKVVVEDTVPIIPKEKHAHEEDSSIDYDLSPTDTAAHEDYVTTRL
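Material: HEK293 stable line with TRPC4beta plus mu-opioid receptor; technique: Fluo4 calcium-sensitive dye fluorescence, kinetic, 1 Hz baseline; timing: Fluo4 dye loading 45 min at room temperature, 110 s recording; controls: assay buffer as low control, maximal DAMGO as high control; read-out: integrated baseline-normalised fluorescence ratio, converted to per-well B score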
KCNQ1 act = potentiates or activates the human KCNQ1 potassium channel; CHO-K1 KCNQ1, thallium flux FluxOR fluorescence; stronger effect = higher value; actives 0.35% (n = 310,000); B-score at 10 µM; P51787;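 active = fluorescence ratio B-score, a plate-corrected score, at least three library SD, with initial intensity B-score within 5 SD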
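Assay system: CHO-K1 cells stably expressing KCNQ1. Medium: assay buffer for compound exposure, DMSO matched across wells. Timing: 37 °C overnight plating, 90-min dark dye load, 20-min compound pretreatment. Signal: kinetic FluxOR fluorescence, 10 s baseline plus 110 s post-stimulus.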
PolyA inh = yeast polyadenylation inhibition; calls only at 12 µM; S. cerevisiae SKY197-pL101 polyadenylation reporter, beta-gal luminescence; efflux-impaired pdr1/pdr3 knockout yeast; score 100 = 6 SD above DMSO; AID 1875; actives 0.02% (n = 300,000);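 active = lowest replicate activity score at least 50, where 100 means six control SD above control mean; inconclusive = lowest score under 50 but half or more replicates reach 50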;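 note: yeast exposed to compound for 9 h at 30 °C; higher score means more reporter readthrough which indicates perturbed polyadenylation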
TRPC4 potent = allosterically enhances the mouse TRPC4 cation channel; HEK293 TRPC4beta/mu-opioid, DAMGO EC20, Fluo-4 Ca2+ flux; stronger effect = higher value; B-score at 10 µM; actives 0.42% (n = 310,000);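 active = B-score of calcium response area above 5 SD of library B-scores, with initial fluorescence ratio within 5 SD of library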;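 note: B-score of integrated fluorescence ratio over time as area under calcium response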
KCNQ1 inh = blocks the human KCNQ1 potassium channel | CHO-K1 KCNQ1, FluxOR thallium flux fluorescence; stronger effect = higher value | B-score at 10 µM | actives 1.3% (n = 310,000);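 active = compounds whose thallium flux B-score, printed positive for inhibition, exceeds three library SD while starting fluorescence stays within three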;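 note: channel opened by potassium depolarization with thallium stimulus after 20 min compound exposure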
hERG protect = shields human hERG channel from block by proarrhythmic agents. CHO-hERG, FluxOR thallium flux, dofetilide IC70 present. actives 0.51% (n = 310,000). activation (rescue from dofetilide block), less the hit threshold, % at 10 µM. Q12809;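 active = activation above the mean of controls blocked by dofetilide plus 5 SD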;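 note: thallium influx through hERG after potassium depolarization seen as dye fluorescence rise; in these data hits start at about 4.7%; inactives centre near -7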
KCNK9 block = human KCNK9 channel inhibition | Q9NPC2 | HEK293 KCNK9, FluxOR thallium flux fluorescence; stronger effect = lower value | B-score at 10 µM | actives 1.2% (n = 310,000) | AID 488922;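 active = ratio B-score over 3 SD below the library mean, with starting fluorescence within 5 SD of its mean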;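 note: negative B-score means less thallium flux so channel inhibition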
KCNK3 block = human KCNK3 channel inhibition, primary screen; CHO-KCNK3 thallium flux, FluxOR fluorescence; stronger effect = lower value; B-score at 10 µM; actives 0.84% (n = 340,000);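 active = B-score under library mean minus 4 SD, starting fluorescence ratio at most library mean plus 5 SD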;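 note: more negative B-score means stronger inhibition of thallium flux through KCNK3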
Dyrk1A ADPGlo = Dyrk1A (rat) kinase inhibition; actives 0.43% (n = 310,000); ADP-Glo luminescence, NFATc1 peptide; Q63470; inhibition, % at 12.5 µM; in the data active = inhibition above about 50%;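 note: plate controls were vehicle with enzyme for no effect and no enzyme for full effect; many of its hits are not listed in these tables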
TRPC4 block = blocks the mouse TRPC4 cation channel; Q9QUQ5; HEK293 TRPC4beta/mu-opioid, DAMGO-evoked Fluo4 calcium flux; stronger effect = lower value; B-score at 10 µM; actives 0.39% (n = 300,000); AID 2247;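 active = B-score over 3 SD under the library average, no early fluorescence shift, positive overall ratio signal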
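Assay system – HEK293 line stably carrying TRPC4beta and mu-opioid receptor · Doses – single dose · Detection – Fluo4 calcium-dye fluorescence, kinetic read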
* marks the source's active call; other numbers are inactive results; i = inactive; u = inconclusive; x = no result given. Only part of the results is shown; count on the stated rates, not on these rows.

smiles	Platelet DG rel	TRPC4 act	KCNQ1 act	PolyA inh	TRPC4 potent	KCNQ1 inh	hERG protect	KCNK9 block	KCNK3 block	Dyrk1A ADPGlo	TRPC4 block
CCOC(=O)c1cnc2c(c(C3CC3)nn2C)c1N1CCOCC1	5	i	i	i	i	i	-8	i	i	x	i
CC(/C=N/NC(=O)c1ccncc1)=C\c1ccccc1	0	i	i	i	i	i	-7	i	i	x	i
CCc1nnc(N/N=C/c2ccccc2Cl)n1N	14	i	i	i	i	i	-8	i	i	-3	i
Cc1ccc(NC(=O)CN2CCN(C(=O)c3ccco3)CC2)cc1	2	i	i	i	i	i	-6	i	i	-3	i
O=C(CNC(=O)c1ccccc1F)N/N=C/c1cc(Br)ccc1OC(=O)/C=C/c1ccco1	-4	i	i	i	i	i	-16	i	i	-4	i
CC1(C)Cc2c(sc(N)c2C#N)C(C)(C)N1	-5	i	i	i	i	i	-4	i	i	x	i
O=C(O)c1cc([N+](=O)[O-])c(N2CCCC2)c([N+](=O)[O-])c1	1	i	i	i	i	i	-2	i	i	6	i
Cc1cc(-c2nnc(CCC(=O)N(C)Cc3cccc4ccccc34)o2)no1	-1	i	i	i	i	i	-24	i	i	11	i
O=C1NC(Cc2c[nH]c3ccccc23)C(=O)N1CCOc1ccccc1 (centres undefined)	-3	i	i	i	i	i	-6	i	i	-5	i
O=S(=O)(Nc1nc2ccccc2nc1-[n+]1cccc(N=C([O-])c2ccc(Cl)cc2)c1)c1ccccc1	-20	i	i	i	i	i	-13	i	x	x	i
C1CNC(C23CC4CC(CC(C4)C2)C3)=N1	-1	i	i	i	i	i	-6	i	i	4	i
COc1ccccc1Nc1nc(-c2ccc3c(c2)NC(=O)CO3)cs1	24	i	i	i	i	i	-11	i	i	8	i
Nc1nnc(-c2ccc(Cl)cc2)s1	-15	i	i	i	i	i	2	i	i	20	i
O=C(CCNC(=O)c1ccc(Cl)cc1)Nc1c(F)c(F)cc(F)c1F	5	i	i	i	i	i	-5	i	i	-4	i
O=C(CSc1ccncc1)Nc1ccc(S(=O)(=O)Nc2nccs2)cc1	6	i	i	i	i	i	-11	i	i	15	i
COc1ccc(C(=O)N2CCC(n3nccc3NC(=O)C3CCOC3)CC2)cc1 (centres undefined)	-7	i	i	i	i	i	-8	i	i	-3	i
O=C(N/N=C/c1cccs1)C(=O)N1CCCC1	-1	i	i	i	i	i	-10	i	i	1	i
CCC(C(=O)N1CCN(C(=O)c2ccco2)CC1)n1sc2ccccc2c1=O (centres undefined)	-9	i	i	i	i	i	-7	i	i	-3	i
COC(=O)C1(c2ccccc2)NC(c2cccs2)C2C(=O)N(c3ccccc3)C(=O)C21 (centres undefined)	11	i	i	i	i	i	-5	i	i	-1	i
Cc1cc(CN(C)C(=O)C2CCC(=O)N(CCc3cccc(F)c3)C2)on1 (centres undefined)	-5	i	i	i	i	i	-3	i	i	-8	i
CCOC(=O)c1[nH]c2ccccc2c1NC(=O)CC(C)C	5	i	i	i	i	i	-12	i	i	8	i
CC(=O)Nc1ccc2nc(C3CC3)n(Cc3ccc(Cl)cc3)c(=O)c2c1	2	i	i	x	i	i	-16	i	i	3	i
O=C(NCCCn1ccnc1)c1ccc(C(F)(F)F)cc1	0	i	i	i	i	i	-14	i	i	-1	i
Cc1nn(C)c(C)c1CNC(=O)Nc1ccc2c(c1)OCO2	10	i	i	i	i	i	7.4*	i	i	x	i
CCc1c(C(=O)Nc2ccc(S(=O)(=O)N3CCOCC3)cc2)csc1C	6	i	i	i	i	i	-10	i	i	10	i

Reprinted at random: 5 compounds from above
smiles	Platelet DG rel	TRPC4 act	KCNQ1 act	PolyA inh	TRPC4 potent	KCNQ1 inh	hERG protect	KCNK9 block	KCNK3 block	Dyrk1A ADPGlo	TRPC4 block
O=C(CCNC(=O)c1ccc(Cl)cc1)Nc1c(F)c(F)cc(F)c1F	5	i	i	i	i	i	-5	i	i	-4	i
Cc1ccc(NC(=O)CN2CCN(C(=O)c3ccco3)CC2)cc1	2	i	i	i	i	i	-6	i	i	-3	i
O=C1NC(Cc2c[nH]c3ccccc23)C(=O)N1CCOc1ccccc1 (centres undefined)	-3	i	i	i	i	i	-6	i	i	-5	i
COc1ccccc1Nc1nc(-c2ccc3c(c2)NC(=O)CO3)cs1	24	i	i	i	i	i	-11	i	i	8	i
Cc1cc(-c2nnc(CCC(=O)N(C)Cc3cccc4ccccc34)o2)no1	-1	i	i	i	i	i	-24	i	i	11	i

The results go on.
smiles	Platelet DG rel	TRPC4 act	KCNQ1 act	PolyA inh	TRPC4 potent	KCNQ1 inh	hERG protect	KCNK9 block	KCNK3 block	Dyrk1A ADPGlo	TRPC4 block
CCc1nc2ccccc2c(NC(=O)CN2CCC(C)CC2)c1C	0	i	i	i	i	i	-10	i	i	-3	i
O=C(Nc1cnn(Cc2ccc(F)cc2)c1)C(c1ccccc1)c1ccccc1	u	i	i	i	i	i	-3	i	i	0	i
O=C(O)c1cccnc1SCc1cccc(Cl)c1	12	i	i	i	i	i	-7	i	i	0	i
COc1ccc(C(C)NC(=O)C23CC4CC(CC(C4)C2)C3)cc1OC (centres undefined)	-14	i	i	i	i	i	0	i	i	-1	i
Cc1ccc(S(=O)(=O)N2CCCC2C(=O)n2nc(C)cc2C)cc1 (centres undefined)	-9	i	i	i	i	i	-9	i	i	4	i
CN(Cc1nc(-c2ccc(C(F)(F)F)cc2)no1)C1CCOCC1	0	i	i	i	i	i	-11	i	i	x	i
CCn1c(SCC(=O)OC)nnc1-c1ccccc1	1	i	i	i	i	i	-9	i	i	-1	i
O=C(/C=C/c1ccco1)N1CCN(c2ccccc2)CC1	3	i	i	i	i	i	1	i	i	-6	i
O=C(Cn1nc(C(=O)O)c2ccccc2c1=O)NCc1ccco1	-4	i	i	i	i	i	4	i	i	0	i
O=C(Cc1ccc(S(=O)(=O)N2CCOCC2)s1)N(Cc1ccccc1)c1ccccc1	1	i	i	i	i	i	-17	i	i	0	i
COc1ccc(NC(=S)Nc2ccc(S(=O)(=O)N3CCOCC3)cc2)c(OC)c1	-2	i	i	i	i	i	-1	i	i	-5	i
COc1ccc(N(CC(=O)N2CCN(c3cc(C)ccc3C)CC2)S(=O)(=O)c2c(C)noc2C)cc1	-7	i	i	i	i	i	-9	i	i	-6	i
CCOc1cc(-c2noc(CCC(=O)N3CCOCC3)n2)ccc1OC	-3	i	i	i	i	i	-6	i	i	8	i
CCC(=O)c1cn(CC(=O)Nc2cccc(OC)c2)c2ccccc12	5	i	i	i	i	i	0	i	i	3	i
O=C(NN=C1CCCC1)c1cc(-c2ccc(F)cc2)nc2ccccc12	9	i	i	i	i	i	-7	i	i	3	i
N#Cc1nc(-c2ccc(OCc3ccccc3)cc2)oc1NCCCN1CCOCC1	4	i	i	i	i	i	-22	i	i	-7	i
C=CCc1cc(Cl)ccc1OCCNCCN1CCOCC1	2	i	i	i	i	i	-6	i	i	x	i
Cc1nn(C(C)C(=O)NCc2ccccc2Cl)c(=O)c2c1sc1ccccc12 (centres undefined)	3	i	i	i	i	i	-8	i	i	1	i
C/C(=N/NC(=O)c1cc(C)[nH]n1)c1ccco1	21	i	i	i	i	i	0	i	i	x	i
CCO[C@@H]1OC(C(=O)N2CCOCC2)=C[C@H](C2CC2)[C@H]1CCCO	0	i	i	i	i	i	-1	i	i	4	i
CCOC(=O)c1c(-c2cccc3ccccc23)csc1NC(=O)C1C2CCC(O2)C1C(=O)O (centres undefined)	1	i	i	i	i	i	-10	i	i	-8	i
O=C(CN1C(=O)S/C(=C\C=C\c2ccccc2)C1=O)Nc1ccccc1C(=O)O	0	i	i	i	i	i	-7	i	i	-1	i
CC(C)c1nc(SCC(=O)Nc2ccc3c(c2)OCCO3)c2c(=O)n(C)c(=O)n(C)c2n1	7	i	i	i	i	i	-10	i	i	1	i
CSc1nc2c(cc1C#N)CCC2	-2	i	i	i	i	i	-7	i	i	x	i
COc1ccc(CNc2ncnc(N)n2)cc1	-35	i	i	i	i	i	-1	i	i	-2	i
CCOC(=O)N1CCN(C(=O)c2cnsn2)CC1	0	i	i	i	i	i	-5	i	i	-3	i
O=C(Cc1ccccc1Cl)NCCCn1ccnc1	1	i	i	i	i	i	-15	i	i	13	i
CC(=O)Nc1ccc(NC(=O)Cn2c(=O)n(-c3ccc(C)cc3)c(=O)c3oc4ccccc4c32)cc1	11	i	i	i	i	i	-12	i	i	0	i
COC(=O)CCc1nc2c(C#N)c(-c3ccc(Cl)cc3)ccn2n1	-1	i	i	i	i	i	-9	i	i	-5	i
C[C@H](C(O)c1ccccc1)N(C)C(=O)CN (some centres undefined)	6	i	i	i	i	i	-3	i	i	1	i
c1ccc(CSc2ncnc3ccccc23)cc1	-2	i	i	i	i	i	-7	i	i	-2	i
Cc1ccc(C(=O)N/C(=C\c2ccc(-c3ccccc3[N+](=O)[O-])o2)C(=O)NCCCN(C)C)cc1	11	i	i	i	i	i	-9	i	i	-4	i
CC1(OC(=O)CCc2ccccc2)C(=O)C=C2C=C(c3ccc(C#N)cc3)N(C3CCCCC3)C=C2C1=O (centres undefined)	5	i	i	i	i	i	-10	i	i	-2	i
Brc1ccc(-c2noc(COc3ccc4c(c3)CCC4)n2)o1	-3	i	i	i	i	i	-18	i	i	0	i
CCOC(=O)N1CCN(C(=O)c2cn(CC)c3ccc(S(=O)(=O)N4CCOCC4)cc3c2=O)CC1	1	i	i	i	i	i	-4	i	i	x	i
CCC(C)(C)NC(=O)C(c1ccco1)N(C(=O)c1csnn1)c1cccc(F)c1 (centres undefined)	2	i	i	i	i	i	-15	i	i	10	i
CCCc1ccc(OC(=O)c2ccc(O)cc2Cl)cc1	0	i	i	i	i	i	-9	i	i	4	i
O=C(Oc1ccc(Cl)c2cccnc12)c1cccnc1	0	i	i	x	i	i	-8	i	i	-1	i

Screening data: PubChem, several laboratories
